Bim-Bcl-2: inhibitors of Bim-Bcl-2 interaction, human; P10415; Bead-based flow cytometry, Bim peptide-Bcl-2 binding; inhibition, % at 10 µM; hit rate 0.06% among 190,000; in the data active = inhibition above about 40%; inconclusive = no clear call, values can overlap the other calls;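 also: 0% = no compound wells with probe peptide and 100% = reference peptide inhibitor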
Bcl-XL Bim block: disrupts Bim peptide binding to human Bcl-XL | bead flow cytometry, fluorescence | inhibition, % at 10 µM | hit rate 0.04% among 190,000
Bcl-B Bim block: inhibitors of Bim-Bcl-B interaction, human; hit rate 0.073% among 190,000; inhibition, % at 10 µM; bead-based flow cytometry, Bim peptide-Bcl-B binding; Q9HD36;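 also: 0% = tracer peptide without compound and 100% = reference inhibitor peptide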
RGS4-Gao reg: modulates binding of RGS4 to human Galphao | Multiplexed bead flow cytometry; actives lie on both sides | binding response (% of control), % at 10 µM | hit rate 0.33% among 220,000; in the data active = binding response below about 49% or above about 150%; inactive = in between;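 also: fluorescent Galphao activated with aluminum fluoride binding bead-coupled RGS4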
Target sequence (P09471 whole entry, looked up): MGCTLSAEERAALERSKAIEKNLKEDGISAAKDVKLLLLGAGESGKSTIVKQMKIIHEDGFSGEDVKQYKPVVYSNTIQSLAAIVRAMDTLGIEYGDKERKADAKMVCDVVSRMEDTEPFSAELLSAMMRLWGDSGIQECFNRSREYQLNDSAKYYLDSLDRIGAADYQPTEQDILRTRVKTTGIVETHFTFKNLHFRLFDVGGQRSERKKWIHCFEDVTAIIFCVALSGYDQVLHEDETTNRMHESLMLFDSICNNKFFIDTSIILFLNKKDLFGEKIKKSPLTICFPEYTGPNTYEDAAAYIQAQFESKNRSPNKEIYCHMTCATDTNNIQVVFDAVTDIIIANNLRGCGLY
Bim-Bcl-W: human Bim-Bcl-W interaction inhibition; Q92843; bead-based flow cytometry, Bim peptide-Bcl-W binding; inhibition, % at 10 µM; hit rate 0.02% among 190,000;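 also: 0% = bound tracer without compound and 100% = peptide blocker; higher means less fluorescent Bim peptide bound to Bcl-W beads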
ABCB1 inh: inhibitors of human ABCB1 transporter, ABCG2 counter-screen. AID 1326. hit rate 0.067% among 190,000. CCRF-Adr cells, JC-1 efflux, flow cytometry. inhibition, % at 6.6 µM; in the data active = inhibition above about 40%;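 also: 0% = vehicle and 100% = reference inhibitor; higher value means more JC-1 retained so stronger ABCB1 efflux block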
ABCG2 inh: inhibitors of human ABCG2 transporter, ABCB1 counter-screen; Q9UNQ0; IgMXP3 cells, JC-1 efflux, flow cytometry; inhibition, % at 6.6 µM; hit rate 0.1% among 190,000;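 active = inhibition above 80%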;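 also: 0% = DMSO and 100% = nicardipine control wells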
Target sequence (Q9UNQ0 whole entry, looked up): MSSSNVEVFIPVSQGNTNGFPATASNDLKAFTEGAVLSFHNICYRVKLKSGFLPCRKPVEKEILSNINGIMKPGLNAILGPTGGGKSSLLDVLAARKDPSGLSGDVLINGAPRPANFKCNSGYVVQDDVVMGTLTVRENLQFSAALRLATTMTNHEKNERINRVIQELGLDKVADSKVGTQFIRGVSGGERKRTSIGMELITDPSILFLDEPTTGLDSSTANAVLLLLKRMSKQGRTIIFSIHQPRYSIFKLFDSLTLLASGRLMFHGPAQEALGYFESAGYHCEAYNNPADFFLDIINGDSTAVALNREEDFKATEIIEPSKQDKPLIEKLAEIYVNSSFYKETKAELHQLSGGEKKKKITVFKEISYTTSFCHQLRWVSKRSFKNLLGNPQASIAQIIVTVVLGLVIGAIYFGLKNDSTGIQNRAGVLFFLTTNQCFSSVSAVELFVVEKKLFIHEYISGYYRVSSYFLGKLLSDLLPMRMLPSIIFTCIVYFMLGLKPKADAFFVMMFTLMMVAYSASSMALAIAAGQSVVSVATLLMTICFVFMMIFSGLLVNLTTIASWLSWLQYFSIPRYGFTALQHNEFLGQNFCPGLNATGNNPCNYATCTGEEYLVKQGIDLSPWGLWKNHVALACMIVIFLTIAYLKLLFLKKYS
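Read-out basis: Efflux inhibition in percent versus controls | Test system: ABCG2 IgMXP3 and barcoded ABCB1 CCRF-Adr cell mix | Quantity: 3 million cells/mL in well | Schedule: 10 min at 25 °C | Control set: Nicardipine as high control, DMSO as low control | Reagent: JC-1 as fluorescent efflux pump substrate | Signal: Flow cytometry of retained JC-1 fluorescence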
Mcl-1 Bim block: human Bim-Mcl-1 interaction inhibition; Bead-based flow cytometry, Bim peptide-Mcl-1 binding; inhibition, % at 10 µM; hit rate 0.1% among 190,000; AID 1009;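 also: 0% = no compound tracer wells and 100% = peptide blocker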
RGS7-Gao: human RGS7-Galphao interaction regulation; P09471; Multiplexed bead flow cytometry, RGS7-Galphao binding; actives lie on both sides; binding response (% of control), % at 10 µM; hit rate 0.35% among 220,000; in the data active = binding response below about 49% or above about 150%; inconclusive = no clear call, values can overlap the other calls; inactive = in between;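 also: fluorescent Galphao held in activated GDP-AlF4 state binding bead-coupled RGS7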
RGS8-Gao: regulators of human RGS8-Galphao interaction | P09471 | multiplexed bead flow cytometry, RGS8-Galphao binding; actives lie on both sides | response (percent of control binding), % at 10 µM | hit rate 0.34% among 220,000 | AID 1423; in the data active = response below about 60% or above about 140%; inactive = in between;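 also: Galphao activated as the GDP aluminium fluoride complex binding bead-coupled RGS8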
Bim-Bfl-1: disrupts Bim binding to human Bfl-1; inhibition, % at 10 µM; Q16548; hit rate 0.12% among 190,000; Bead-based flow cytometry, Bim-Bfl-1 binding inhibition; AID 1008;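 also: 0% = wells without compound plus tracer and 100% = blocker peptide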
The depositor's hits bear a star; ? = inconclusive. Rule as the data show it, unless noted: active = inhibition above about 40%. Outcome played no part in choosing rows; any-hit rate near 0.94%.

Under each structure: Bcl-B Bim block | RGS4-Gao reg | Bim-Bcl-2 | Bim-Bcl-W | RGS8-Gao | Bim-Bfl-1 | ABCB1 inh | ABCG2 inh | Mcl-1 Bim block | Bcl-XL Bim block | RGS7-Gao
(1) CCCc1nc(SCC(=O)c2ccc(F)cc2)c2ccccc2n1
→ -14 | 104 | 1 | 0 | 102 | 0 | 2.1 | 16 | 0 | -2 | 103
(2) COc1ccc2[nH]c(=O)c(CN(C(=O)NC3CCCCC3)C3CCCC3)cc2c1
→ 0 | 99 | 1 | 3 | 92 | 2 | 7.6 | 40 | 1 | -1 | 99
(3) CC(OC(=O)CCc1nc2ccccc2c(=O)[nH]1)C(=O)c1ccc(Br)cc1 (stereo not drawn)
→ -1 | 96 | -3 | 0 | 98 | 1 | 1.8 | 8 | 0 | -1 | 100
(4) O=c1[nH]c(CN2CCN(S(=O)(=O)/C=C/c3ccccc3)CC2)nc2ccccc12
→ -7 | 101 | -4 | -4 | 99 | -6 | 1.4 | 5 | 0 | -7 | ?
(5) CC(=O)Nc1ccc(NC(=O)c2ccc(NS(=O)(=O)c3cc(C(C)(C)C)ccc3C)cc2)cc1
→ -3 | 102 | -6 | -2 | 102 | -6 | -0.4 | -6 | -4 | -3 | 98
(6) Cc1cccc(C)c1OCC(O)CN(Cc1ccccc1O)C1CCCCC1 (stereo not drawn)
→ -4 | 100 | -7 | -2 | 102 | -7 | 0.5 | -2 | 0 | -3 | ?
(7) O=C(Cc1ccccc1)NNS(=O)(=O)c1ccc([N+](=O)[O-])cc1
→ -8 | 95 | 0 | -2 | 97 | 0 | 0.3 | 2 | -2 | -4 | 92
(8) COc1cc(-c2nnc(SCc3cccnc3)n2C)cc(OC)c1O
→ -5 | 99 | -1 | 0 | 101 | -13 | 0.1 | 1 | 1 | -3 | 101
(9) COc1ccc(-c2cc(C(F)(F)F)n3nc(C(=O)O)cc3n2)cc1OC
→ 11 | 97 | 1 | 6 | 100 | 1 | 0.0 | 0 | 6 | 7 | 101
(10) O=C(OCC(=O)c1c[nH]c2ccccc12)c1cc(Br)ccc1O
→ -3 | 100 | -2 | -2 | 99 | -7 | 0.0 | 1 | 0 | 0 | 102
(11) COc1ccc(NC(=O)CC(C(=O)O)N2CCCCC2)cc1 (stereo not drawn)
→ -5 | 107 | -6 | -1 | 101 | -9 | 0.9 | 5 | 2 | -3 | 103
(12) COc1ccc(OC)c(NC(=O)C(=O)/C=C(\O)c2cc(OC)ccc2OC)c1
→ -6 | 89 | -3 | -3 | 81 | -2 | -0.6 | -1 | -5 | -4 | 81
(13) O=C(O)CCSc1nc2ccc(Br)cc2[nH]1
→ -8 | 105 | -6 | -4 | 103 | -8 | 0.3 | 1 | 0 | -6 | 99
(14) CSc1nc2ccccc2n1Cc1cccc([N+](=O)[O-])c1
→ -10 | 101 | -7 | -6 | 105 | -5 | 2.3 | 5 | -5 | -7 | 104
(15) Cc1ccc(-n2nnnc2SCC(=O)Nc2cccnc2Cl)cc1
→ -8 | 99 | 1 | 0 | 101 | 1 | 0.3 | 3 | -4 | -6 | 98
(16) COCCn1nnnc1C(c1ccc(C(F)(F)F)cc1)N1CCOCC1 (stereo not drawn)
→ -2 | 97 | 1 | 1 | 100 | 0 | 0.3 | 1 | -2 | 0 | 96
(17) Cc1ccc(CN2C(=O)CCC2C(=O)NC2CCCC2)cc1 (stereo not drawn)
→ -3 | 100 | -1 | 5 | 101 | -2 | 0.3 | 2 | 3 | 2 | 100
(18) COc1ccc(S(=O)(=O)N2CCC(C(=O)NCc3cccc(OC)c3)CC2)cc1
→ -5 | 119 | -4 | 0 | 116 | -2 | -2.0 | -3 | 1 | 0 | 119
(19) CCOc1ccc(C(=O)Nc2ccccc2C(=O)O)cc1
→ -3 | 103 | -4 | -2 | 102 | -2 | 0.4 | 3 | 1 | -1 | ?
(20) CCOC(=O)c1ccc(N=C2C(=S)N(c3ccc(C(=O)OCC)cc3)C(=N)N2/N=C/c2ccccc2)cc1
→ -6 | 102 | -1 | 7 | 89 | 6 | -1.1 | -1 | -4 | 0 | 97
(21) COc1cc(C2NC(=O)NC(C)=C2C(C)=O)cc(OC)c1OC (stereo not drawn)
→ -3 | 98 | 0 | 0 | 100 | -5 | -0.2 | 0 | 0 | -2 | 98
(22) CCOC(=O)CC1C(=O)NCCN1Cc1ccc(OC)c(OC)c1 (stereo not drawn)
→ -3 | 102 | -2 | -3 | 102 | -3 | 0.3 | 1 | -2 | -6 | 98
(23) COc1cc(/C=N/Nc2nc(C)nc3c2cnn3-c2ccccc2)ccc1O
→ 7 | 101 | 0 | 6 | 106 | 0 | 0.0 | 0 | 7 | 6 | 101
(24) CCOC(=O)CNC(=O)c1cc(-c2ccc3c(c2)OCCO3)oc1C
→ -10 | 96 | -3 | 0 | 99 | -11 | -0.1 | 2 | -3 | -18 | 94
(25) Cc1cc(F)c(F)c(C(=O)N2CCC(C)CC2)c1Cl
→ -2 | 100 | -1 | -1 | 101 | -4 | 0.0 | 1 | 3 | 0 | 96
(26) NC(=O)CNc1n[nH]c(=S)[nH]c1=O
→ 0 | 100 | 0 | -1 | 99 | -2 | 0.1 | 0 | 0 | -1 | 97
(27) COc1ccc(CN2CCN(C(=O)c3cccs3)CC2)cc1
→ -7 | 102 | -6 | 0 | 102 | -11 | 0.8 | 6 | -5 | -8 | 102
(28) CCn1cc([N+](=O)[O-])c(C(=O)N2CCCC2)n1
→ -2 | 101 | 5 | -1 | 103 | 3 | 1.3 | 3 | 0 | -7 | 103
(29) CCc1nc(SCC(=O)Nc2nc3c(s2)CCCC3)c2ccccc2n1
→ 0 | 98 | 0 | -3 | 107 | -1 | 0.5 | 4 | 0 | -2 | 97
(30) Cc1nn(C(C)C(=O)N2CCN(c3ccccn3)CC2)c(=O)c2cc3occc3n12 (stereo not drawn)
→ 0 | 107 | -4 | -1 | 106 | 0 | 1.5 | 4 | -1 | 0 | 110

Next section
Under each structure: Bcl-B Bim block | RGS4-Gao reg | Bim-Bcl-2 | Bim-Bcl-W | RGS8-Gao | Bim-Bfl-1 | ABCB1 inh | ABCG2 inh | Mcl-1 Bim block | Bcl-XL Bim block | RGS7-Gao
(31) COCC(=O)Nc1cc([N+](=O)[O-])ccc1OC
→ -4 | 102 | 0 | -1 | 101 | 0 | 0.3 | 5 | -2 | -1 | 100
(32) CCOc1cc(CNn2nnnc2N)cc(Cl)c1OCC(=O)NC(C)(C)C
→ 0 | 100 | -2 | -3 | 99 | 0 | 0.1 | 1 | -4 | -4 | 95
(33) CN(C)c1ccc(CN(C(=O)COc2ccc(Br)cc2)C2CCS(=O)(=O)C2)cc1 (stereo not drawn)
→ -3 | 107 | -6 | 6 | 101 | -7 | 1.5 | 6 | 1 | 9 | 101
(34) Cc1ccc(N2C(=O)C(CN3CCOCC3)C2c2ccccc2)cc1 (stereo not drawn)
→ -3 | 92 | -3 | 0 | 93 | -7 | 0.5 | 3 | 0 | -2 | 91
(35) Cc1cccc(C(=O)Nc2nccs2)c1[N+](=O)[O-]
→ -3 | 97 | 3 | 0 | 84 | 1 | 0.3 | 5 | 0 | -3 | 94
(36) COc1ccc(-c2nn(CCC(=O)O)cc2/C=C/C(=O)O)cc1[N+](=O)[O-]
→ -4 | 96 | -1 | -1 | 88 | 0 | 0.9 | 4 | -1 | -2 | 96
(37) O=C(CO/N=C/c1ccccc1OC(F)F)N1CCc2ccccc21
→ -2 | 101 | -2 | 0 | 101 | -3 | 0.1 | 12 | 0 | -2 | 99
(38) O=C(NC(=S)N1CCCc2ccccc21)c1ccc(Cl)cc1
→ -10 | 100 | 8 | 2 | 101 | 16 | -0.5 | 8 | -5 | 0 | 111
(39) NC(=O)C[C@@H]1N[C@]2(C(=O)Nc3ccccc32)[C@@H]2C(=O)N(C3CCCCC3)C(=O)[C@H]12
→ -1 | 98 | -1 | 0 | 99 | 0 | 1.6 | 3 | -1 | 0 | 102
(40) COc1ccc(N(Cc2nnc3n2CCCCC3)C(=O)Nc2ccccc2)cc1
→ -9 | 100 | -4 | 0 | 99 | -5 | 0.3 | 0 | 0 | -2 | 99
(41) COc1ccc(/C=C2\SC(=N)N(c3ccc(F)cc3)C2=O)cc1OC
→ 0 | 119 | -4 | 0 | 123 | -3 | 0.1 | 4 | 3 | 0 | 120
(42) CC(=O)Nc1ccc(NC(=O)COc2ccc([N+](=O)[O-])cc2)cc1
→ -3 | 83 | -5 | -5 | 91 | -5 | 0.6 | 8 | -1 | -1 | 97
(43) Cc1cccc(N2CCN(C(=O)c3cnn4c(C(F)F)cc(-c5ccccc5)nc34)CC2)c1C
→ -1 | 98 | -5 | 5 | 99 | -7 | -1.7 | 0 | 0 | -4 | 95
(44) COc1ccc(NC(=O)c2sccc2OS(=O)(=O)N(C)C)cc1
→ -2 | 95 | -5 | -1 | 97 | -8 | 1.5 | 11 | 0 | -6 | 102
(45) CC(C)CCNC(=O)COC(=O)c1cc(Br)c(Br)s1
→ -5 | 100 | -4 | -4 | 101 | -9 | 0.2 | 6 | 0 | -4 | ?
(46) Cc1c(Cl)cccc1S(=O)(=O)N1CCC(C(=O)NNC(=O)C2CC2)CC1
→ -6 | 102 | -3 | -3 | 100 | -5 | 0.3 | 2 | -2 | 0 | 100
(47) N#CC1=C(N)OC2=C(CC/C2=C\c2ccccc2Cl)C1c1ccccc1Cl (stereo not drawn)
→ 0 | 104 | -5 | -14 | 100 | -2 | 0.4 | -1 | -23 | -7 | 101
(48) Nc1c(Cl)ncnc1N1CCN(c2ncnc(Cl)c2N)CC1
→ -11 | 102 | -1 | -7 | 102 | 0 | -0.1 | -2 | -4 | -11 | 101
(49) COc1ccc(N2CCN(S(=O)(=O)c3ccc(Br)s3)CC2)cc1
→ 0 | 109 | 0 | -5 | 127 | -5 | 0.1 | 1 | -4 | -2 | 110
(50) O=C(CSc1nnc(CNC(=O)C23CC4CC(CC(C4)C2)C3)n1-c1ccc(F)cc1)Nc1ccc(F)cc1
→ 5 | 94 | 6 | 1 | 98 | 5 | 10.0 | 29 | -1 | 0 | 99
(51) COC(=O)Cc1csc(Nc2ccccc2)n1
→ -10 | 97 | -6 | -4 | 102 | -11 | 0.2 | 3 | -4 | -8 | 101
(52) CCCNC(=O)C1CNc2ccccc2O1 (stereo not drawn)
→ -7 | 90 | -8 | -5 | 95 | -4 | 0.3 | 1 | -6 | -4 | 86
(53) COc1cccc(-c2ccc(=O)n(CC(=O)Nc3cc4c(cc3NC(C)=O)OCCO4)n2)c1
→ -1 | 79 | 1 | 0 | 94 | -2 | 0.7 | 4 | -1 | -2 | 77
(54) Cc1sc2ncn(-n3c(C)ccc3C)c(=O)c2c1C
→ -6 | 97 | -8 | 0 | 100 | -12 | 0.9 | 4 | -2 | -6 | 101

Screens as filed in PubChem.
